Shiga toxin inh: blocks Shiga toxin action in Vero cells. Vero cells, Shiga toxin protein synthesis inhibition reporter. inhibition, % at 38.7 µM. actives 9.2% (n = 290,000). AID 2315; in the data active = inhibition mostly above about 28%, no sharp cut-off; inactive = mostly below about 43%; note: 0% is about no effect
Cycloheximide cs: counter-screen hit for Shiga toxin inhibitors, cycloheximide; cell reporter, cycloheximide protein synthesis inhibition counterscreen; max response, %; actives 12% (n = 300,000); AID 2314; in the data active = max response mostly above about 13%, no sharp cut-off; inactive = mostly below about 14%; note: read at 38.3 µM for the half of the compounds with a filed dose; 0% is about no effect
Pf growth 48h: inhibits P. falciparum growth in the first generation, 48 h | P. falciparum luciferase growth in erythrocytes, 48 h | Potency, µM (doses to about 28.7 µM), for the others: at the highest dose activity change, negative = inhibition, hits mostly inhibitors | actives 5.9% (n = 310,000); note: potency is the fitted concentration of half-maximal effect; % is set by controls: 0 for no effect and ±100 for the full control effect
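Luciferase-expressing P. falciparum in infected erythrocytes (2% hematocrit, 0.1% parasitemia final) in RPMI 1640/0.5% Albumax were exposed to compound for 48 hours at 37 C, 5% CO2; growth read as luminescence.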
Pf growth 96h: P. falciparum growth inhibition at 96 hour, primary screen for plastid delayed-death inhibitors; P. falciparum luciferase reporter growth, 96 h; Potency, µM (highest dose often 28.7 µM), for the others: top-dose activity change, negative = inhibition, usual class: inhibitors; actives 6.9% (n = 320,000); note: potency is the fitted concentration of half-maximal effect; % is set by controls: 0 for no effect and ±100 for the full control effect
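Luminescence readout: decreased luciferase signal marks inhibited growth of reporter-expressing P. falciparum in infected red cells (2% hematocrit, 0.05% parasitemia final), exposed to compound two generations (96 h, 37 C, 5% CO2).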
TbPYK inhibitor: inhibitors of Trypanosoma brucei pyruvate kinase; Potency, µM (titrated, usually from 76.8 µM), for inactives: at the top dose activity, negative = inhibition, actives largely listed as inhibitors; TbPYK enzyme, Kinase-Glo Plus ATP luminescence, 45 min; actives 0.12% (n = 410,000); AID 624173; note: potency is the fitted concentration of half-maximal effect; % is set by controls: 0 for no effect and ±100 for the full control effect; nearly all actives have a fitted effect of over 50% in size
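T. brucei PYK with substrate was exposed to pin-transferred compounds across a concentration series, then started with 130 uM ADP (final). After 45 min at room temperature, Kinase-Glo Plus luminescence was read, normalized and curve-fitted.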
LmPK inh: blocks Leishmania mexicana pyruvate kinase activity; actives 0.37% (n = 290,000); Potency, µM (titrated, usually from 57.5 µM), without a hit: at the top dose activity change, negative = inhibition, actives largely listed as inhibitors; Q27686; purified LmPK, Kinase-Glo ATP luminescence, 1 h; note: potency is the fitted concentration of half-maximal effect; % is set by controls: 0 for no effect and ±100 for the full control effect
Target sequence (Q27686 whole entry, looked up): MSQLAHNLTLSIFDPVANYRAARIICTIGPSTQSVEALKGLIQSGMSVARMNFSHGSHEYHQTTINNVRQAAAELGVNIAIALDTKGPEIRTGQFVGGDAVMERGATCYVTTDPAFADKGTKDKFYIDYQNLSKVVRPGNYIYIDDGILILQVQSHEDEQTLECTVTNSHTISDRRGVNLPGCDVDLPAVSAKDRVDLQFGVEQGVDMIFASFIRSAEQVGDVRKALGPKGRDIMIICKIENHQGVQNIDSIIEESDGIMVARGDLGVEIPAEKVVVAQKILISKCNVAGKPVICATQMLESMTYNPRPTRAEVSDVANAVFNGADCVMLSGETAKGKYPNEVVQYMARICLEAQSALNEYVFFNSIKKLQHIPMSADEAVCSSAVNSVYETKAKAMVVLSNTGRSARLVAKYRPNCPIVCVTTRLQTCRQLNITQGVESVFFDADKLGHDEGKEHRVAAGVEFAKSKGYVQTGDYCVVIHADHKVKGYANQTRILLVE
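Screened at intermediate enzyme activity to detect both inhibitors and activators: LmPK at 0.1 nM, with a 0.5 nM enzyme column as activation reference. PEP 0.5 mM, ADP 0.1 mM; ATP detected by luminescence after 1 h.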
AMA1-RON2 inh: disrupts binding of P. falciparum AMA1 to RON2. AlphaScreen AMA1-biotinylated RON2 peptide binding. actives 0.2% (n = 360,000). AID 720542. Potency, µM (top dose mostly 58.2 µM), inactives show at the top dose activity change, negative = inhibition, most hits filed as inhibitors;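 note: potency is the fitted concentration of half-maximal effect; 0% = vehicle wells and -100% = peptide control; nearly all actives have a fitted effect of over 45% in size; some results filed as inactive show a strong effect at the top dose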
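AMA1 (3D7) with his tag at 25 nM final met compounds first, then biotinylated RON2 peptide at 25 nM; detection used donor plus acceptor beads, 10 µg/mL apiece, read by AlphaScreen after 30 min at room temperature.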
* hit, by the source's call; ? = inconclusive; · = not tested or not shown; & = joins results of further samples; [ ] = dose if it differs, or a comment. Unless noted, calls come from the whole dose curve; as a rule, active = well fitted curve in the direction sought with a large enough effect; inconclusive = small, poorly fitted or top-dose-only effect, or another doubt; inactive = no such curve, though single readings can be large; an effect the other way counts as inactive or inconclusive.

SMILES	Shiga toxin inh	Cycloheximide cs	Pf growth 48h	Pf growth 96h	TbPYK inhibitor	LmPK inh	AMA1-RON2 inh
COc1ccc(Cl)cc1C(=O)NNC(=S)NC1CCCCC1	1	10	4%	16%	-20%	8%	98%[activator]
c1ccc(CN2CCCC3(CCCN(Cc4nc(COc5ccccc5)no4)C3)C2)cc1 (centres undefined)	15	9	12µM*	40%[activator]	-10%	6%	-3%
Cc1ccc(OCC(=O)Nc2ccc3c(c2)C(=O)N(CCC(=O)O)C3=O)cc1	-13	-4	20%	4%	3%	-1%	13%
COc1cc(CC2(CCc3ccncc3)C(=O)N(C)C(=O)N(C)C2=O)cc(OC)c1OC	-2	-4	3%	-10%	-6%	?	1%
COc1ccc2c(c1)c(=O)c(C(=O)O)c(-c1ccc3c(c1)OCO3)n2C	13	5	6%	-12%	1%	2%	17%
Cn1c(=O)c2cn(Cc3ccc(Cl)cc3)cc2n(C)c1=O	-12	-2	-17%	·	1%	2%	0%
O=C(N/N=C(\c1ccccc1)c1cccnc1)c1cccc(F)c1	17	3	1.9µM*	?	-18%	-1%	3%
Cc1cc(C(=O)NC(C)C2CCCO2)no1 (centres undefined)	-10	-4	15%	14%	0%	-6%	-2%
COCCn1c(COc2ccc(Cl)cc2)nnc1SCC(N)=O	-5	1	13%	19%	0%	1%	-12%
COc1ccc(CNC(=O)CSc2ncnc3nc[nH]c23)cc1	-11	-6	-3%	7%	6%	3%	-6%
Cc1ccc(NC(=O)C2CCC(CNC(=O)[C@@H]3Cc4ccccc4CN3)CC2)c(C)c1 (some centres undefined)	2	-2	3%	?	3%	-1%	16%
c1ccc(CNc2nc(N3CCN(Cc4ccccc4)CC3)nc3ccccc23)cc1	3	-5	5.2µM*	?	4%	0%	?
O=C(Cn1nnc(N2CCCC2)n1)N/N=C/c1ccc(Cl)cc1	-9	-1	?	35%[activator]	1%	2%	-6%
c1ccc2c(c1)nnn2Cc1nnc2sc(-c3ccc4c(c3)OCCO4)nn12	-3	6	-2%	74%[activator]	-23%	1%	2%
C/C(=N\Nc1ccc(C)c(Cl)c1)c1cccnc1	89*	41*	?	-4%	-1%	-5%	-11%
Cc1cc(OCCCn2ccnc2)ccc1[N+](=O)[O-]	-22	1	30%	?	19%	-2%	?
O=S(=O)(c1ccc(Br)cc1)N1CCCc2ccccc21	-7	12*	0%	?	-1%	3%	7%
COc1cc(/C=N/NC(=O)COc2ccc(C)cc2)ccc1OC(=O)c1cccs1	13	16*	9%	13%	2%	4%	-4%
CC(C)(C)Nc1nc(C(N)=O)nc(N2CCOCC2)n1	-15	-2	6%	3%	8%	-2%	-3%
CC(=O)c1c(C)[nH]c(C(=O)COc2cc(C)cc(C)c2)c1C	-15	-1	24%	69%[activator]	-6%	-4%	2%
COCc1cc(=O)[nH]c2cc(NC(=O)C3CC3)c(C)cc12	-4	7	6%	65%[activator]	2%	3%	6%
Cn1c(N)c(S(=O)(=O)N2CCN(c3ccccc3Cl)CC2)c(=O)n(C)c1=O	-13	-1	-27%	?	6%	-11%	10%
CCc1ccc(OCC(=O)NC(C)(C)C)cc1	44*	23*	43%[activator]	45%[activator]	-3%	-4%	-3%[11.6 µM]
CCCn1c2ccccc2c2cnn(CC(=O)NCCCN3CCCC(C)C3)c(=O)c21 (centres undefined)	-8	-6	-13%	15µM*	4%	0%	2%
COc1cc(/C=C2\C(=N)N3N=C(S(C)(=O)=O)SC3=NC2=O)cc(OC)c1OCCOc1ccc(C)cc1	-2	-8	-17%[0.00184 µM]	?	-2%	-2%	-1%
CCOc1ccc(OCC)c(NC(=O)CN2CCN(c3cccc(C)c3)CC2)c1	1	-4	13µM*	-13%	-8%	-2%	-24%
CC(C)(C)CC(=O)Nc1cc2c3c(c1)CC(=O)N3CCC2	-13	-3	18%	29%	-8%	-1%	23%
O=C(N/N=C/c1ccc(O)cc1)c1[nH]c2ccc(Br)cc2c1-c1ccccc1	-11	-1	7%	?	2%	2%	36%[activator]
Cc1c(N=NC2=C(O)CCCC2=O)c(=O)n(-c2ccccc2)n1C	-1	6	-23%	38%[5.75 µM]	-28%	1%	15%
O=C(NCCO)C(=O)c1c(-c2ccc(Cl)cc2)cc2ccccn12	19	-2	-23%	?	-9%	-1%	11%

Some of the entries above, set out differently.
SMILES | Shiga toxin inh | Cycloheximide cs | Pf growth 48h | Pf growth 96h | TbPYK inhibitor | LmPK inh | AMA1-RON2 inh
C/C(=N\Nc1ccc(C)c(Cl)c1)c1cccnc1 | 89* | 41* | ? | -4% | -1% | -5% | -11%
Cc1cc(OCCCn2ccnc2)ccc1[N+](=O)[O-] | -22 | 1 | 30% | ? | 19% | -2% | ?
O=S(=O)(c1ccc(Br)cc1)N1CCCc2ccccc21 | -7 | 12* | 0% | ? | -1% | 3% | 7%

Other results follow.
SMILES	Shiga toxin inh	Cycloheximide cs	Pf growth 48h	Pf growth 96h	TbPYK inhibitor	LmPK inh	AMA1-RON2 inh
CCOC(=O)c1cccc([P+](=O)O)c1	-4	-2	-2%	58%[activator]	4%	-2%	10%
CC(=O)N1N=C(c2cccs2)CC1c1ccco1 (centres undefined)	17	1	-5%	?	-2%	1%	-14%
Cc1ccc(/C=C(\C#N)C(=O)N2CCCC2)c(C)c1	125*	37*	37%[activator]	20%	0%	-7%	19%
COc1ccc(-c2cc(C)no2)cc1S(=O)(=O)N1CCOc2ccc(C)cc21	11	2	?	2%	3%	7%	-4%
COCCNC(=O)c1c(N)n(-c2ccccc2)c2nc3ccccc3nc12	-16	-3	?	?	3%	5%	9%
CCc1ccc(OCC(=O)Nc2ccc(S(=O)(=O)N3CCCC3)cc2)c(Br)c1	1	10	13µM*	·	8%	1%	-14%
COc1cccc(N(C(=O)Cn2nnc3ccccc32)C(C(=O)NCc2ccco2)c2cccnc2)c1 (centres undefined)	-8	-4	8.3µM*	·	-5%	0%	-1%
COc1ccc(CNC(=O)COC(=O)c2ccccn2)cc1	-11	9	-12%	-10%	-1%	0%	10%
CCN=C1SC(C(=O)Nc2ccc(Cl)c(Cl)c2)CC(=O)N1CC (centres undefined)	-18	-4	18%	·	3%	0%	0%
O=C(/C=C/c1cccc([N+](=O)[O-])c1)Nn1c(-c2ccccc2F)nc2ccccc2c1=O	-13	-1	0%	12%	1%	3%	-17%
COc1ccc(C(=O)Nc2ccc(NC(=O)c3cnccn3)cn2)cc1	10	1	12%	33%[activator]	0%	-1%	52%[activator]
Cc1ccc(-n2c(C)cc(C(=O)COc3c(CO)cc(F)cc3CO)c2C)cc1C	-9	-2	?	9.3µM*	-11%	0%	-10%
CC(=O)NC(Cc1ccccc1C)C(=O)NC1CCN(C(=O)c2cccc(C)c2)CC1 (centres undefined)	-11	-4	-6%	?	-6%	3%	3%
CN1CCc2c(sc(NC(=O)Cc3ccccc3)c2C(N)=O)C1	11	-1	1%	44%[activator]	1%	5%	0%
Cc1noc(C)c1C(=O)NCCc1c(C)[nH]c2ccccc12	26	-1	0%	?	0%	1%	-8%
COC(=O)c1ccc(C(=O)OC)c(NC(=S)N2CCCC2)c1	-4	-1	18%[0.00184 µM]	?	1%	-2%	-10%
CC(C)(C)NC(=O)CSc1nc2ccc(NC(=O)CSc3nnnn3Cc3ccccc3)cc2s1	-3	-3	·	4.7µM*	-8%	16%	41%[activator]
CCc1cc2c(=O)[nH]c(-c3ccccn3)nc2s1	126*	89*	?	3.3µM*	0%	-11%	-14%
Oc1c(C(c2cccc(F)c2)N2CCN(Cc3ccccc3)CC2)sc2ncnn12 (centres undefined)	-6	-4	?	?	-5%	6%	21%
Cc1ccccc1NC(=O)N1CCN(c2ncccn2)CC1	-7	-2	16%	2.3µM*	10%	-4%	-7%
CCCCNC(=O)CN1C(=O)NC2(CCCc3ccccc32)C1=O (centres undefined)	-12	-4	32%[activator]	46%[activator]	1%	1%	17%
CC1CCC(NC(=O)C2CCN(C(=O)Nc3ccccc3)CC2)CC1 (centres undefined)	·	·	-5%	-2%	1%	·	-9%[11.6 µM]
Cn1c(Cn2nnc3ccccc32)nnc1SCC(=O)c1ccc(F)cc1	17	-2	17%	·	1%	0%	2%
COc1c(Cl)cnn(-c2ccc(Cl)c(Cl)c2)c1=O	35	17	?	38%[activator]	-1%	-4%	41%[activator]
COc1ccc(NC(=O)CNC(=O)Cn2c(C)cc3ccccc3c2=O)cc1OC	-3	-5	?	?	5%&1%	0%	13%
Cc1ccccc1-c1noc(N)c1C#N	-2	3	?	?	-18%	4%	6%
COc1ccc2c(C)c(CC(=O)N3C[C@H]4C[C@@H](C3)c3cccc(=O)n3C4)c(=O)oc2c1	-6	-2	6%	54%[activator]	1%	-7%	-7%
Cc1cccc(N2CCN(c3ccc(NC(=O)/C=C\C(=O)O)cc3)CC2)c1	14	-3	8.3µM*	?	1%	7%	-29%
COC(=O)c1nc2ccc(C)cn2c1F	36	19*	·	-15%	3%	5%	4%
COc1cc(C2N(C)CCC3(OCCO3)C2(C)C)cc(OC)c1OC (centres undefined)	16	-2	-2%	29%	4%	-7%	25%
CCN(CC1COc2ccccc2O1)C(=S)Nc1ccccc1 (centres undefined)	-6	-4	38%[activator]	357%[activator]	-6%	8%	1%
N#Cc1nc(COc2ccc(Br)cc2)oc1NCCN1CCOCC1	1	-5	0%	·	-4%	6%	-4%
CCC(C(=O)Nc1ccon1)c1ccccc1 (centres undefined)	-1	-3	13%	-28%	0%	1%	-9%
CCCCn1c(N)c(N(CCOC)C(=O)Cn2c(=O)cnc3ccccc32)c(=O)[nH]c1=O	·	·	-18%	-23%	5%	·	-10%
CC(C)c1cccc(C(C)C)c1NC(=O)c1ccc(OCC(=O)NCc2ccccc2)cc1	15	-4	21%	?	·	-1%	·
CC(C)C(OC(=O)c1nsc(Cl)c1Cl)C(=O)NC(C)(C)C (centres undefined)	15	-2	4%	208%[activator]	8%	13%	21%
CCCN1CN(c2ccccc2)C(=S)N(c2ccccc2)C1	27	2	-4%	-28%	10%	-3%	23%
c1ccc(-c2nnnc3ccccc23)cc1	4	-2	-1%	-4%	0%	1%	15%
NC(=O)c1c(NC(=O)CN2C(=O)CCC2=O)sc2c1CCCCC2	17	-2	19%	42%[activator]	2%	-10%	-4%
CC(CN1CCCC1)OC(=O)c1ccc(Cl)cc1 (centres undefined)	-5	13	4%	5%	0%	-5%	-3%
CCOc1ccccc1OCCCC(=O)N(C)CC(=O)Nc1cc(C)ccc1C	31	-1	-3%	-16%	-1%	4%	0%
COc1cccc(NC(=O)c2cc(OC)c(OC)c(OC)c2Br)c1	-20	1	19%	8%	-2%	-2%	-1%
CSc1nc2ccc(NC(=O)c3ccccn3)cc2s1	105*	38*	69%[activator]	70%[activator]	-14%	-29%	1%

Some entries already given, limited to Shiga toxin inh.
Molecule	Shiga toxin inh
CC(CN1CCCC1)OC(=O)c1ccc(Cl)cc1 (centres undefined)	-5
CCOc1ccccc1OCCCC(=O)N(C)CC(=O)Nc1cc(C)ccc1C	31
COc1cccc(NC(=O)c2cc(OC)c(OC)c(OC)c2Br)c1	-20

High-throughput results from PubChem BioAssay.
